RBBP9 inh – human RBBP9 inhibitors, primary screen, biochemical, fluorescence polarization, FP-Rh probe, HTS; Serine hydrolase RBBP9 (Homo sapiens), O75884; recombinant RBBP9; inhibition, % at 7.94 µM; 220,000 tested, 0.2% active;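 active means inhibition above the campaign mean of all tested compounds plus 3 SD, cut at about 14% in these data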;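 further: plate controls were DMSO wells with RBBP9 for no effect and wells lacking RBBP9 protein for full effect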
Target sequence (O75884 whole entry, looked up): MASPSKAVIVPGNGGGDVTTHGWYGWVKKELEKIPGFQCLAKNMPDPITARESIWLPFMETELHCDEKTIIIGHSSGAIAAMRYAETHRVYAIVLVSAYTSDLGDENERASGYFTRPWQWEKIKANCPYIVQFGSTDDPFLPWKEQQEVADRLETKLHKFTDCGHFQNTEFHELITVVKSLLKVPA
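System: RBBP9 protein / Quantity: 2.5 µM RBBP9 dispensing solution, before mixing / Also added: Serine-hydrolase probe FP-Rh, 375 nM pre-mixing / Dosing: 7.94 µM single dose, 0.794% DMSO / Timing: enzyme-compound preincubation 30 min, then probe labeling 45 min, 25 °C / Signal: FP readout at 525/598 nm / Controls: DMSO-treated enzyme wells and wells lacking RBBP9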
Ba/F3 V617F tox – reduced viability of JAK2V617F-dependent Ba/F3 cells, primary screen, JAK2V617F inhibitor project, cell-based, Ba/F3 EpoR-JAK2V617F, luminescence; AID 1446, 2008; inhibition, % at 5.6 µM; ATP luminescence; 220,000 tested, 1.1% active;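 active means inhibition above the campaign mean plus 3 SD over all tested compounds, cut at about 24% in these data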;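 further: cytokine-independent growth of Ba/F3 cells driven by EpoR plus mutant JAK2; 0% = DMSO-treated cells and 100% = JAK inhibitor I control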
TRPN1 ag – zebrafish TRPN1 channel agonists, primary screen, cell-based, HEK293, calcium fluorescence; 220,000 tested, 0.18% active; transient receptor potential cation channel N1 (TRPN1/NompC), Danio rerio; activation, % at 3 µM; AID 1424, 2008; HEK293 zebrafish TRPN1-YFP, Fluo-8 calcium fluorescence; 100% = response to 87 µM carbachol;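 active means activation above its plate's cutoff, the mean activation of test wells on that plate plus 3 SD, cut at about 19% in these data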;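 further: 0% = DMSO alone and 100% = 87 µM carbachol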
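System: zebrafish TRPN1-YFP in HEK293 cells / Dosing: 3 µM single point / Timing: dye loading 1 h at 37 °C, then 30 min room temperature / Signal: Fluo-8 calcium fluorescence, excitation 470-495 nm, emission 515-575 nm / Read-out basis: percent activation from peak over basal fluorescence ratio, control-normalized / Control set: high carbachol 87 µM, low DMSO alone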
TNF necrop inh – inhibitors of TNF-alpha triggered necroptosis, primary screen, cell-based, Jurkat FADD-/-, single concentration. Jurkat FADD-/- TNF necroptosis rescue, ATP luminescence, 24 h; 0 = TNF only, 100 = no-TNF cells. AID 463075, 2010. 220,000 tested, 0.068% active. activation (protection from cell death), % at 10 µM;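 active means activation, meaning protection from cell death, of at least 50% relative to plate controls; inactive means activation below 50%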;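 further: necroptosis triggered by 40 ng/mL TNF-alpha added together with compound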
TRPML3 ag – human TRPML3 channel agonists, primary screen, cell-based, HEK293 TRPML3-YFP, Fluo-8 calcium fluorescence, 3 µM; Mucolipin-3 (Homo sapiens), Q8TDD5; 100% = the carbachol control signal; activation, % at 3 µM; 220,000 tested, 0.29% active; AID 1448, 2008;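 active means activation above its plate's cutoff, the mean activation of the plate's test wells plus 3 SD, cut at about 12% in these data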;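 further: 0% = DMSO only wells and 100% = carbachol wells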
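Test system: TRPML3-YFP stable HEK293 cells. Doses: single point at 3 µM. Incubation: dye loading 1 h 37 °C then 30 min ambient, 125 s read. Signal: Fluo-8 calcium dye fluorescence, ex 470-495, em 515-575 nm. Measure: percent activation from peak-to-basal fluorescence ratio, scaled between DMSO and carbachol.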
Wee1 degr inh – Wee1 degradation inhibitors, primary screen, cell-based, HeLa, Wee1K328M-luciferase, luminescence | Wee1-like protein kinase (Homo sapiens), P30291 | HeLa Luc-Wee1K328M stability; 100% = proteasome inhibitor MG132 effect | reporter increase, % at 5 µM | 220,000 tested, 1.2% active | AID 1321, 2008;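 active means activation above the mean of all tested compounds plus 3 SD, set per screening run, cut at about 8.8% in these data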;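 further: cells exposed to compound for 20 h before luminescence read; 0% = DMSO alone and 100% = MG132 at 30 µM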
Target sequence (P30291 whole entry K328M): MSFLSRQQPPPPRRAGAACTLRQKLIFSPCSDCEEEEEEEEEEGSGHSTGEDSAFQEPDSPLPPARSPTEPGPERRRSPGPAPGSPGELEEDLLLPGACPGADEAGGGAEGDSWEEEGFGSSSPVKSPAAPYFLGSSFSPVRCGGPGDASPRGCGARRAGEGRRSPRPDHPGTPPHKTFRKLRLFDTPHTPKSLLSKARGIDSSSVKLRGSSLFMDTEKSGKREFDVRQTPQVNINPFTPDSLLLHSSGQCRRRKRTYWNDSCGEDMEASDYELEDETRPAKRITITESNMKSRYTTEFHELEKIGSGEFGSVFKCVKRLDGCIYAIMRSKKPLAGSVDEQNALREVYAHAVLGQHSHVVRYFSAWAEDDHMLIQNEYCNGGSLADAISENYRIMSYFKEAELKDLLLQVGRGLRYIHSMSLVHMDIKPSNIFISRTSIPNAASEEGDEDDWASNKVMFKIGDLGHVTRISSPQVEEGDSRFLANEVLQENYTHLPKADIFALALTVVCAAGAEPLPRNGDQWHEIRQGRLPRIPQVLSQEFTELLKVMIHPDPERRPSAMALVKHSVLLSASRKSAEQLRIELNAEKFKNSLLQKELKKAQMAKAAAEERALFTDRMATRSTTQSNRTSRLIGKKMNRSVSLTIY
PPC-1+TRAIL kill – compounds killing PPC-1 cancer cells with TRAIL present, primary screen, TRAIL potentiator project, ATPLite luminescence, uHTS; PPC-1 cells + TRAIL, ATPLite viability luminescence; cell killing (% activity), % at 4 µM; 220,000 tested, 0.41% active; AID 1443, 2008;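 active means cell killing above 50% in the first pass at 4 µM, then a duplicate retest at 5 µM averaging 50% or more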;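 further: plate controls were cells with TRAIL plus DMSO for no effect and medium-only wells lacking cells for full effect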
BaF3 tox – parental Ba/F3 cell viability inhibition, counter-screen for JAK2V617F inhibitor project, murine pro-B, CellTiter-Glo luminescence | 220,000 tested, 1.1% active | CellTiter-Glo ATP luminescence | AID 1486, 2009 | inhibition, % at 5.6 µM;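 active means inhibition above a per-campaign cutoff, the mean inhibition of all tested compounds plus 3 SD, cut at about 27% in these data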;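 further: 0% = DMSO wells and 100% = JAK Inhibitor I control wells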
CHOP inhibitor – inhibitors of CHOP promoter induction, primary screen, cell-based, unfolded protein response, luciferase reporter. 220,000 tested, 3.8% active. inhibition, % at 10 µM. CHO-K1 CHOP-promoter luciferase, tunicamycin-induced, 15-18 h;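 active means compounds that reduced the stress-induced luciferase reporter signal by more than about 70% of percent inhibition, limit read from the data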;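 further: 0% = tunicamycin plus vehicle and 100% = wells without tunicamycin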
Starred values were filed as active, the others as inactive; · = not tested or not shown.

No.	Structure	RBBP9 inh	Ba/F3 V617F tox	TRPN1 ag	TNF necrop inh	TRPML3 ag
1	Cc1ccc(NC(=O)CN(C)Cc2nc3ccccc3c(=O)[nH]2)c(Br)c1	-11	3	-0.6	-0.6	-0.3
2	NC(=NCc1ccc2c(c1)OCO2)NC(=O)c1ccccc1	-3	2	-1.4	1.7	0.9
3	Cc1cc(-c2ccccc2)nc(N/N=C/c2cccnc2)n1	-4	-1	1.1	-1.0	0.5
4	Cc1oc(-c2ccc3c(c2)OCCO3)cc1C(=O)NCC(=O)O	-10	-1	1.6	0.8	0.7
5	O=C(N/N=C/c1cccc([N+](=O)[O-])c1)C1CC1c1ccccc1 (stereo not given)	-11	-1	-1.4	0.0	-0.1
6	CS(=O)(=O)n1nc(OC(=O)c2cc(Br)ccc2Cl)cc1N	3	2	0.0	0.1	0.6
7	COc1ccc(C(=O)N2N=C3CC(C)(C)OCC3C2c2ccccc2)cc1 (stereo not given)	1	0	0.8	1.0	2.2
8	C=CCNC(=O)c1c(Cl)nc(C)c([N+](=O)[O-])c1C	-11	5	0.1	1.4	0.2
9	O=C(Nc1ccccc1)NC1(C(=O)NCc2cccs2)CCCCC1	-1	-2	0.7	-2.0	-0.2
10	CCN(CC)c1ccc(NC(=O)CN2CCN(S(=O)(=O)c3cc(Cl)ccc3OC)CC2)cc1	-2	0	0.7	0.7	-0.3

No.	Wee1 degr inh	PPC-1+TRAIL kill	BaF3 tox	CHOP inhibitor
1	11*	7	7	33
2	-2	18	5	17
3	2	38	10	-12
4	-1	·	7	30
5	0	8	3	36
6	3	13	3	-46
7	3	9	2	27
8	0	20	5	-7
9	-1	8	0	-13
10	0	19	8	15

Additional results follow.
No.	Structure	RBBP9 inh	Ba/F3 V617F tox	TRPN1 ag	TNF necrop inh	TRPML3 ag
11	CCC1(CC)Cc2ccccc2C(=O)N1	-7	-1	1.1	-0.3	0.4
12	Cc1nnc(SCC2CCCO2)n1-c1ccccc1 (stereo not given)	-7	3	1.3	1.0	0.0
13	C#CCNC(=O)C1=C[C@H](c2ccc(Br)cc2)[C@@H](CCCO)[C@H](OCC)O1	0	0	1.3	-1.7	0.5
14	Cc1ccc(C(=O)CC(C(=O)O)P(=O)(c2ccccc2)c2ccccc2)cc1 (stereo not given)	-2	-6	-0.2	0.9	1.1
15	COC(=O)c1nc2ccccc2s1	-3	-4	0.7	-1.0	0.3
16	O=C(CN1CCCC1)Nc1ccc(NC(=O)Nc2ccccc2Cl)cc1	-11	7	1.2	6.9	0.3
17	Cc1cnc(C)c(N2CCN(Cc3cn(C)nc3-c3cccc(Cl)c3)CC2)n1	-6	-3	1.0	0.0	0.4
18	NC(=O)COC(=O)/C=C/c1ccccc1[N+](=O)[O-]	2	-1	2.1	-0.1	1.6
19	O=C(NC(N1CCCC1)C(Cl)(Cl)Cl)c1ccccc1 (stereo not given)	8	1	-1.3	-1.7	0.9
20	COc1cccc(C(=O)NCC(=O)n2nc(C)cc2C)c1	-3	-2	1.1	-0.3	0.5

No.	Wee1 degr inh	PPC-1+TRAIL kill	BaF3 tox	CHOP inhibitor
11	6	10	-2	16
12	-2	-4	12	-3
13	2	7	1	18
14	14*	20	3	-14
15	0	21	-1	14
16	6	9	5	-14
17	-1	1	7	14
18	0	9	5	31
19	-2	5	1	4
20	-2	0	8	23

(continued)
No.	Structure	RBBP9 inh	Ba/F3 V617F tox	TRPN1 ag	TNF necrop inh	TRPML3 ag
21	COc1nccc(Nc2ccccc2)c1C#N	5	-4	-0.9	-8.0	-0.6
22	FC(F)(F)c1n[nH]c(=S)n1/N=C/c1ccco1	-4	35*	0.5	0.5	0.1
23	CN1CCC(OC(=O)c2cccc(Cl)c2)CC1	-5	0	1.0	1.8	1.5
24	CCC(=O)Nc1cccc2ccccc12	-8	-3	2.0	0.9	1.2
25	Cn1ncc(N=Cc2c(O)ccc3ccccc23)c1C(=O)Nc1cccc(Cl)c1	-1	0	-0.3	-8.4	0.6
26	CC(C)Cc1cc(C(=O)NCc2ccco2)no1	-3	-4	-0.8	1.6	-0.2
27	COc1ccc(CCNc2cc(C)nc3c(-c4ccccc4)cnn23)cc1OC	-2	4	-1.2	3.5	-0.1
28	COc1ccccc1NC(=O)Nc1cccnc1	-2	-1	-0.2	-1.3	1.0
29	CC(C)CNC(=O)[C@H](Cc1ccccc1)NC(=O)c1ccco1	1	5	0.7	-1.3	0.6
30	CCc1ccc2oc(=O)cc(CN3CCN(CCO)CC3)c2c1	-5	0	3.6	-2.8	0.6

No.	Wee1 degr inh	PPC-1+TRAIL kill	BaF3 tox	CHOP inhibitor
21	6	-9	2	32
22	-1	0	0	-9
23	-3	13	3	11
24	1	3	1	-19
25	-1	22	5	76*
26	3	8	0	1
27	2	26	-6	26
28	4	24	7	29
29	-1	10	7	7
30	2	1	4	-9

3 compounds from above with just BaF3 tox and Wee1 degr inh:
No.	smiles	BaF3 tox	Wee1 degr inh
24	CCC(=O)Nc1cccc2ccccc12	1	1
29	CC(C)CNC(=O)[C@H](Cc1ccccc1)NC(=O)c1ccco1	7	-1
21	COc1nccc(Nc2ccccc2)c1C#N	2	6

Further records:
No.	Structure	RBBP9 inh	Ba/F3 V617F tox	TRPN1 ag	TNF necrop inh	TRPML3 ag
31	COC(=O)c1ccccc1NC(=O)CSc1nc(NC(=O)c2ccccc2)c2c(C)c(C)oc2n1	-4	-1	0.7	1.4	0.0
32	CCCCOC(=O)CSCC(=O)Nc1cc(C)on1	0	0	-0.3	1.6	-0.3
33	CCCn1c(N)c(C(=O)CSc2ncc(C(F)(F)F)cc2Cl)c(=O)[nH]c1=O	0	1	0.0	-1.6	0.8
34	CCCNC(=O)Nc1ccc(C)cc1C	-2	0	0.9	5.2	-0.1
35	CCCCc1ccc(NC(=O)CC(C)C)cc1	-4	3	-1.8	2.0	-0.1
36	O=C(CCc1nnc(-c2ccc3c(c2)OCO3)o1)N1CCC(c2ccc(F)cc2)C1 (stereo not given)	-4	-3	2.0	-0.2	0.9
37	COc1ccc(N(C)C(=O)Nc2ccc3c(c2)nnn3C)cc1	4	0	1.3	-1.8	0.1
38	Cc1ccc(S(=O)(=O)c2cc3c(=O)n4ccccc4nc3n(CC3CCCO3)c2=N)cc1 (stereo not given)	-2	1	-0.6	-1.2	0.8
39	COCCn1c(C)cc(C(=O)CSc2nc(C)c(C)c(C)n2)c1C	-9	0	-1.2	0.3	0.0
40	Cc1cc(Cl)ccc1OCCCC(=O)NCC1CCCO1 (stereo not given)	2	-1	0.4	-0.9	0.0

No.	Wee1 degr inh	PPC-1+TRAIL kill	BaF3 tox	CHOP inhibitor
31	2	29	4	13
32	5	11	4	5
33	-1	11	-1	5
34	-2	23	-9	-17
35	0	7	8	11
36	-3	-3	6	-3
37	-2	6	4	22
38	1	·	6	·
39	-2	1	2	7
40	-2	4	2	11

Other structures
No.	Structure	RBBP9 inh	Ba/F3 V617F tox	TRPN1 ag	TNF necrop inh	TRPML3 ag
41	O=C(CSc1ncn[nH]1)Nc1ccc2c(c1)OCCO2	-9	-4	0.3	1.2	0.9
42	CNC(=S)Nc1ccccc1-c1ccccc1	0	-2	0.4	1.2	0.2
43	Cc1cc(C(=O)N/N=C/c2ccc3c(c2)OCO3)c(C)n1-c1ccc(F)cc1	-2	5	-0.1	-0.8	0.2
44	COc1cccc(CNCCc2c[nH]c3ccccc23)c1OCc1ccccc1	0	6	-1.9	-10	0.2
45	COc1ccc(OC)c(NC(=O)CSc2nncc3ccc(OC)c(OC)c23)c1	0	-4	-0.5	4.2	-0.7
46	CCOC(=O)C1=CSC2=NS(=O)(=O)CCN12	-3	0	0.7	0.3	0.6
47	Brc1ccc(-c2nc(-c3ccccn3)no2)o1	-7	1	-0.5	-7.6	-0.2
48	Cc1ccccc1NC(=O)c1ccc(F)c(S(=O)(=O)N2CCCCC2)c1	1	4	4.1	1.3	1.8
49	CCC(=O)Nc1nnc(Cc2ccccc2)s1	-9	0	0.0	-1.3	0.2
50	O=S(=O)(NCc1ccccc1)c1ccc2c(c1)OCCO2	-5	1	1.1	2.8	1.0

No.	Wee1 degr inh	PPC-1+TRAIL kill	BaF3 tox	CHOP inhibitor
41	1	-8	1	-21
42	2	-4	3	15
43	4	7	10	-2
44	7	6	4	20
45	-3	7	1	-11
46	0	12	4	26
47	-1	41	6	16
48	0	2	4	25
49	4	18	7	-7
50	1	7	1	26

Laid out differently: entries from further up.
#45 COc1ccc(OC)c(NC(=O)CSc2nncc3ccc(OC)c(OC)c23)c1
#46 CCOC(=O)C1=CSC2=NS(=O)(=O)CCN12

assay / entry	45	46
RBBP9 inh	0	-3
Ba/F3 V617F tox	-4	0
TRPN1 ag	-0.5	0.7
TNF necrop inh	4.2	0.3
TRPML3 ag	-0.7	0.6
Wee1 degr inh	-3	0
PPC-1+TRAIL kill	7	12
BaF3 tox	1	4
CHOP inhibitor	-11	26

(list continues)
No.	Structure	RBBP9 inh	Ba/F3 V617F tox	TRPN1 ag	TNF necrop inh	TRPML3 ag
51	O=[N+]([O-])c1cccc(-c2cn3ccccc3n2)c1	2	4	-0.5	0.0	1.0
52	COc1ccc(NC(=O)c2cnc3sccn3c2=O)cc1	-8	-1	-0.6	1.3	0.6
53	CCOC(=O)/C(C#N)=C/c1ccc(SC)cc1	-1	-2	1.5	-0.9	1.3
54	Cc1nn2c(NCCOCCO)c3c(nc2c1-c1ccccc1)CCCC3	-1	3	0.7	-0.7	-0.8
55	CSc1ccc(C2C(C#N)=C(N)Oc3c2ccc(=O)c2c(C)oc(C)c32)cc1 (stereo not given)	-2	0	0.4	-0.8	0.4
56	O=C(COC(=O)c1ccc2ccccc2c1)Nc1ncc(C(F)(F)F)cc1Cl	-3	-2	-0.7	0.2	0.8
57	COC(=O)c1sccc1NC(=S)Nc1ccccc1	-3	0	0.3	-2.4	0.6

No.	Wee1 degr inh	PPC-1+TRAIL kill	BaF3 tox	CHOP inhibitor
51	0	10	6	7
52	1	15	5	-1
53	-1	·	2	-3
54	-2	-3	7	23
55	-1	18	0	83*
56	-2	22	5	69
57	3	7	6	35

Compounds were not picked by outcome; about 6.8% have a hit in one of these screens.
